Screening results as filed in PubChem BioAssay.
TAG inh: reduces triacylglycerol accumulation in H9c2 cells. Nile Red lipid (TAG) fluorescence; cells loaded with 200 µM oleic acid. 230,000 tested, 0.66% active. inhibition, % at 12.5 µM;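 active = pattern-corrected inhibition of lipid staining of at least 50% with the nuclear-stain viability signal not falling by more than 50%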;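 note: 0% = DMSO wells and 100% = triacsin C control wells; some results filed as inactive read as strong as hits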
TAG inh DAPI viability: also measured in TAG inh; calls as there; DAPI nuclei signal change (viability), lower = more cytotoxic, %;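 whole-well DAPI fluorescence read on a plate reader as a viability signal; minus 50 percent equals half of cells still viable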
An asterisk follows results filed as active. Some of the compounds tested (hit frequency here may not be typical).

SMILES | TAG inh | TAG inh DAPI viability
CCC(C)(C)C1CCC2(CC1)NC(=O)N(CC(=O)NCCCc1ccccc1)C2=O (stereo not given) | 9 | -2
O=C(CN1CC[n+]2c(-c3cccs3)csc21)c1ccc(-c2ccccc2)cc1 | -4 | 19
CCCCn1c(N)c(N(CCC(C)C)C(=O)c2ccc(C)o2)c(=O)[nH]c1=O | 12 | -2
CC(C)c1csc(CN2CCC(N3CCC(C(=O)N4CCOCC4)CC3)CC2)n1 | -1 | -3
O=C(CCN=C1NS(=O)(=O)c2ccccc21)Nc1ccc(F)cc1Cl | -5 | 0
O=S(=O)(c1cccs1)N1CN(C2CCCCC2)c2nc3ccccc3nc21 | 5 | -2
CCC(C)(NC=O)C(=O)Nc1c(C)cccc1C (stereo not given) | 5 | 1
Cc1ccc(C2C(C#N)C(C#N)N3CCCN23)cc1 (stereo not given) | -8 | -1
CSCc1ccc(C(=O)OCc2nc3ccccc3s2)o1 | -1 | 7
CC(C)CC(C(=O)Nc1oc(-c2ccco2)c(-c2ccco2)c1C#N)N1C(=O)c2ccccc2C1=O (stereo not given) | -7 | 1
O=C(O)c1ccc(N2C(=O)CC(SC(=NCc3ccc4c(c3)OCO4)Nc3ccc(F)cc3)C2=O)cc1 (stereo not given) | 12 | 1
Cc1ccccc1N1CCN(C2CCCN(C(=O)CCN3CCCO3)C2)CC1 (stereo not given) | 3 | -5
O=C1NC2CCCCC2C(=O)N1OS(=O)(=O)c1ccccc1 (stereo not given) | -10 | 4
CCNC(=O)Nc1ccc(-n2nc(C)c(C(=O)OCC)c2C)nc1 | -4 | -7
COc1ccccc1NC(=O)CNC(=O)c1ccc([N+](=O)[O-])cc1 | 4 | -3
CC1CN(CCOc2cccc(Oc3ccccc3)c2)CC(C)O1 (stereo not given) | -8 | 8
O=C(CN1C(=O)C2CC=CCC2C1=O)Nc1nnc(C2CC2)s1 (stereo not given) | -2 | 2
CC(=O)c1cccc(S(=O)(=O)N2CCC(C(=O)Nc3cccc(C(=O)NC4CC4)c3)CC2)c1 | 3 | -4
CC(C)(C)n1nnnc1C(c1ccccn1)N1CCN(C(c2ccccc2)c2ccccc2)CC1 (stereo not given) | 12 | -14
Cc1ccc(C)c(NC(=O)CN(C)C(=O)c2cc(C3CC3)nn2-c2ccccc2)c1 | 31 | -2
O=C(NCCC1CCCCN1S(=O)(=O)c1ccccc1)C(=O)NCc1ccccc1F (stereo not given) | 9 | -4
Cn1c(=O)n(C)c2cc(/C=N/NC(=S)NCc3ccccc3)ccc21 | 11 | -4
CC1CCC(NC(=O)C(C)N2C(=O)C3CCCCC3C2=O)CC1 (stereo not given) | 18 | 17
COc1ccc(NC(=O)C2=CN3CCS(=O)(=O)N=C3C=C2)c(OC)c1 | -2 | -1
Cc1ccc(S(=O)(=O)CCC(=O)OCC(=O)NCCc2ccc(F)cc2)cc1 | 1 | -6
CCOC(=O)c1noc(C)c1C(=O)Nc1nccs1 | -4 | 10
C[C@H]1C(=O)N(C)CCN1Cc1cn(C)nc1-c1ccc(Oc2ccccc2)cc1 | 7 | -2
CS(=O)(=O)c1cccc(NC(=O)CSc2nnc3n2CCCCC3)c1 | 11 | 3
C/C(=N\NC(=O)c1cc(-c2ccncc2)nc2ccccc12)c1ccc(OC(F)F)cc1 | -44 | -7
Cc1ccc(NC(=O)NCc2ccccn2)cc1Cl | -4 | -1
CC(=O)Nc1ccc(/C(C)=N/NC(=O)c2ccc(COc3ccccc3Cl)o2)cc1 | 18 | -15
CC(C)Cc1cc(C(=O)NCCN2CCOCC2)no1 | -3 | 2
CC(=O)N(C)c1ccc(NC(=O)Nc2ccc(C)cc2)cc1 | 15 | -4
NC(=O)c1c(/N=C/c2cccnc2)sc2c1CCCC2 | 8 | -1
COc1ccc(NC(=O)OC(CN2CCCCC2)C(F)(F)F)cc1 (stereo not given) | -4 | -3
CCCCNC(=O)CSc1nnc(-c2cccc(S(=O)(=O)N3CCOCC3)c2)o1 | -1 | -2

Of the compounds above, 2 contain an aryl thioether with sulfur outside any ring.
SMILES | TAG inh | TAG inh DAPI viability
CS(=O)(=O)c1cccc(NC(=O)CSc2nnc3n2CCCCC3)c1 | 11 | 3
CCCCNC(=O)CSc1nnc(-c2cccc(S(=O)(=O)N3CCOCC3)c2)o1 | -1 | -2

Next entries follow:
SMILES | TAG inh | TAG inh DAPI viability
C/C(=C\c1ccccc1)C(=O)N1CCN(Cc2ccc3c(c2)OCO3)CC1 | -13 | 11
CCCOc1ccc(N2C(=O)CC(N(Cc3ccco3)C(=O)CC)C2=O)cc1 (stereo not given) | -17 | 0
CN(C)S(=O)(=O)N1CCN(c2cccc(Cl)c2)CC1 | 18 | -27
Cc1c(Cc2ccccc2)c(=O)n2c([nH]c3ccccc32)c1C#N | -33 | 15
Cc1oc(C(C)(C)C)cc1C(=O)NCc1ccc2c(c1)OCO2 | -2 | -2
O=C(Nc1nnc(S(=O)(=O)Nc2ccccc2)s1)C1CCCCC1 | -7 | -7
CC(=O)Nc1cccc(NC(=O)CCc2ccccc2)c1 | -16 | 13
CCCn1c(SCC(=O)NC(C)(C)C)nnc1-c1ccco1 | 8 | -3
COc1cc(OC)cc(C(=O)NCC(=O)N2CCC(C)CC2)c1 | 10 | -7
CCOc1ccccc1C(=O)NCC(=O)OCc1csc(CC(=O)Nc2ccc(C)cc2)n1 | 1 | 1
Cc1ccc(C(=O)O/N=C(\N)c2ccc(Br)cc2)cc1C | -21 | 13
CC(C)[C@H](NC(=O)OCc1ccccc1)C(=O)OCC(=O)c1ccccc1 | 9 | -18
COc1ccc(Oc2nnc(C)c3ccccc23)cc1 | -133 | 0
Cc1onc(-c2ccccc2)c1C(=O)OCC(=O)c1ccccc1 | -68 | -14
O=C(NCc1ccc2c(c1)OCO2)C(=O)Nc1cc2c3c(c1)CC(=O)N3CCC2 | -2 | -3
CCCCOCCCNCc1cccn1CCN1CCOCC1 | -7 | 5
O=c1cc(CSc2nnc(C3CC3)n2Cc2ccccc2)nc2sccn12 | -3 | -13
CN(N)C(=S)NCc1ccccc1 | -3 | -1
CCN(CC)c1ccc(C2C3CCCCC3(O)CCN2C(=O)c2cccs2)cc1 (stereo not given) | 5 | -6
Cc1ccccc1NC(=O)COc1nsnc1N1CCOCC1 | -4 | 8
Cc1c(NS(=O)(=O)c2cccs2)cccc1-c1nc2cccnc2s1 | -8 | 12
O=C(NCc1ccccc1)C1=C[C@@H](C2CCCCC2)C[C@@H](OCc2ccc(CO)cc2)O1 | -24 | -27
Cc1ccc(-c2nc3ncccc3o2)cc1NC(=O)c1cc2ccccc2o1 | 34 | -13
COc1cccc2c1C(=O)c1c(O)c3c(c(O)c1C2=O)CC(O)(C(C)=O)CC3OC1CC(N(C)C)C(O)C(C)O1 (stereo not given) | -38 | -94
CCOC(=O)C1CSC(CC(=O)Nc2ccc(OC(F)(F)F)cc2)C(=O)N1 (stereo not given) | -11 | 13
Cc1nnc(SCCn2c(N3CCCCCC3)nc3c2c(=O)[nH]c(=O)n3C)s1 | -5 | 13
CCCCN(C(=O)c1ccc2c(c1)NC(=O)CS2)c1ccccc1 | 5 | -1
CNC(=O)COC(=O)c1ccccc1Nc1ccccc1 | 1 | -5
COc1cccc(Cn2c(=O)sc3ccccc3c2=O)c1 | -3 | 5
Cc1cc(Cl)c(S(=O)(=O)Nc2ccc(S(=O)(=O)N3CCOCC3)cc2)cc1OCC(N)=O | 3 | -6
COc1cc(C(Nc2ccc3c(c2)OCO3)C(=O)NC2CCCCC2)cc(OC)c1OC (stereo not given) | 18 | -20
CCOC(=O)C1=CN(Cc2cccc(-c3cccnc3)c2)S(=O)(=O)N(CC)C1C (stereo not given) | -17 | -6
CCOc1ccc(NC(=O)CN(C)C(=O)C(C)Oc2ccc(Cl)cc2)cc1OCC (stereo not given) | -2 | 5
Cc1ccccc1-c1cnc(C(O)c2ccc(F)cc2)[nH]1 (stereo not given) | -8 | -2
C=CCOC(=O)C1=C(C)OC(N)=C(C#N)C1c1c(C)nn(-c2ccccc2)c1Cl (stereo not given) | -6 | 3
CCOC(=O)C(NC(=O)c1ccccc1)(Nc1cc(C)on1)C(F)(F)F (stereo not given) | 21 | -10
COc1ccc(C2N(c3cc(C)on3)C(=O)C3CCCN32)cc1OC (stereo not given) | -30 | 12
NC(=O)COC(=O)CNC(=O)c1ccc(Cl)cc1 | 3 | 8
O=C(CNC(=O)c1cccs1)N/N=C/c1c(F)cccc1Cl | 1 | 8
Cc1ccc(CN(C(=O)c2ccco2)C(C(=O)NC2CCCC2)c2cccnc2)cc1 (stereo not given) | -8 | 3
O=C(c1cccs1)N1CCN(c2ncccn2)CC1 | 4 | 4
CCOc1ccc(NS(=O)(=O)c2ccc(C(=O)N3CCC3)cc2)cc1 | 14 | 8
O=C(NC1CCCCC1)NC1(C(=O)NCCCN2CCOCC2)CCCCC1 | 0 | -16
CN(CC(=O)Nc1ccccc1C(F)(F)F)C(=O)CSc1nnc(-c2ccncc2)n1C | -13 | 4
CC(C)C(NS(=O)(=O)c1cccs1)C(=O)NCc1ccccc1Cl (stereo not given) | -12 | 14
CC(=O)c1cccc(S(=O)(=O)N2CCN(CCOc3ccccc3)CC2)c1 | -9 | -2
O=[N+]([O-])c1cccc(/C=C/C=N/Nc2nc(N3CCCCC3)nc(N3CCCCC3)n2)c1 | 6 | 13
Cc1ccc(C)c(N2CCN(C(=O)c3ccc4nc(-c5ccco5)c(-c5ccco5)nc4c3)CC2)c1 | 25 | -12
CC(=O)c1cccc(NC(=O)NC2CCCCCCC2)c1 | 4 | 7
C/C(=N\NC(=O)c1ccccc1O)c1ccc(Br)s1 | -5 | 5
O=C(NNC(=S)Nc1ccccc1Cl)c1ccccc1Cl | 15 | 1
CN(c1ccccc1)S(=O)(=O)c1cccc(C(=O)NCCc2c[nH]c3ccccc23)c1 | 7 | 4
CCCC(=O)C1=C(O)C(C(=O)OC)C(C)(C)CC1=N (stereo not given) | 14 | -6
O=c1[nH]c2cc3c(cc2cc1CN(Cc1nnnn1CC1CCCO1)C1CCCC1)OCO3 (stereo not given) | -9 | 1
O=C(CNC(=O)C(c1ccccc1)c1ccccc1)N/N=C/c1ccc(O)cc1O | 25 | -12
CCC(C)NC(=O)CSC1=Nc2ccccc2C2=NC(CC(=O)NCc3ccccc3)C(=O)N12 (stereo not given) | -3 | -1
COc1ccccc1-c1cc2nc(C)c(CCC(=O)NCc3ccc(F)cc3)c(C)n2n1 | -4 | 7
CC(C)c1cc(C(=O)NC2CCCCCC2)c2ccccc2n1 | 16 | -12
CC1(C)CC(=O)C(=CN2CCOCC2)C(=O)C1 | 7 | -8

24 neighbouring compounds already listed, quoted:
SMILES | TAG inh | TAG inh DAPI viability
CCOC(=O)C(NC(=O)c1ccccc1)(Nc1cc(C)on1)C(F)(F)F (stereo not given) | 21 | -10
COc1ccc(C2N(c3cc(C)on3)C(=O)C3CCCN32)cc1OC (stereo not given) | -30 | 12
NC(=O)COC(=O)CNC(=O)c1ccc(Cl)cc1 | 3 | 8
O=C(CNC(=O)c1cccs1)N/N=C/c1c(F)cccc1Cl | 1 | 8
Cc1ccc(CN(C(=O)c2ccco2)C(C(=O)NC2CCCC2)c2cccnc2)cc1 (stereo not given) | -8 | 3
O=C(c1cccs1)N1CCN(c2ncccn2)CC1 | 4 | 4
CCOc1ccc(NS(=O)(=O)c2ccc(C(=O)N3CCC3)cc2)cc1 | 14 | 8
O=C(NC1CCCCC1)NC1(C(=O)NCCCN2CCOCC2)CCCCC1 | 0 | -16
CN(CC(=O)Nc1ccccc1C(F)(F)F)C(=O)CSc1nnc(-c2ccncc2)n1C | -13 | 4
CC(C)C(NS(=O)(=O)c1cccs1)C(=O)NCc1ccccc1Cl (stereo not given) | -12 | 14
CC(=O)c1cccc(S(=O)(=O)N2CCN(CCOc3ccccc3)CC2)c1 | -9 | -2
O=[N+]([O-])c1cccc(/C=C/C=N/Nc2nc(N3CCCCC3)nc(N3CCCCC3)n2)c1 | 6 | 13
Cc1ccc(C)c(N2CCN(C(=O)c3ccc4nc(-c5ccco5)c(-c5ccco5)nc4c3)CC2)c1 | 25 | -12
CC(=O)c1cccc(NC(=O)NC2CCCCCCC2)c1 | 4 | 7
C/C(=N\NC(=O)c1ccccc1O)c1ccc(Br)s1 | -5 | 5
O=C(NNC(=S)Nc1ccccc1Cl)c1ccccc1Cl | 15 | 1
CN(c1ccccc1)S(=O)(=O)c1cccc(C(=O)NCCc2c[nH]c3ccccc23)c1 | 7 | 4
CCCC(=O)C1=C(O)C(C(=O)OC)C(C)(C)CC1=N (stereo not given) | 14 | -6
O=c1[nH]c2cc3c(cc2cc1CN(Cc1nnnn1CC1CCCO1)C1CCCC1)OCO3 (stereo not given) | -9 | 1
O=C(CNC(=O)C(c1ccccc1)c1ccccc1)N/N=C/c1ccc(O)cc1O | 25 | -12
CCC(C)NC(=O)CSC1=Nc2ccccc2C2=NC(CC(=O)NCc3ccccc3)C(=O)N12 (stereo not given) | -3 | -1
COc1ccccc1-c1cc2nc(C)c(CCC(=O)NCc3ccc(F)cc3)c(C)n2n1 | -4 | 7
CC(C)c1cc(C(=O)NC2CCCCCC2)c2ccccc2n1 | 16 | -12
CC1(C)CC(=O)C(=CN2CCOCC2)C(=O)C1 | 7 | -8
